TcdB inh = blocks C. difficile toxin B glycohydrolase activity; AID 652162; TcdB glycohydrolase enzymatic assay, plate reader; 0.24% of 350,000 active; inhibition, % at 9.99 µM; in the data active = inhibition above about 10%
PrPC surface inh = reduces human prion protein on the cell surface; P04156; cell surface PrPC, TR-FRET read-out; inhibition, % at 13.8 µM; 0.43% of 370,000 active; in the data active = inhibition above about 24%; note: 0% = median of the test wells and 100% = reference compound wells
PfHsp40 rescue = compounds rescuing yeast from Plasmodium falciparum HSP40 toxicity | S. cerevisiae expressing PfHsp40, growth rescue, ATP luminescence | growth rescue, % at 12.5 µM | 0.68% of 340,000 active | AID 504582; in the data active = growth rescue above about 28%, passing the limit was not always enough;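 note: yeast W303a lacking pdr1 and pdr3 grown in galactose medium; growth measured after three days at 30 °C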
SARS 3CLpro inh = SARS-CoV 3CLpro protease inhibition; P0C6X7; recombinant SARS-CoV 3CLpro, quenched FRET peptide cleavage; inhibition, % at 6 µM; 0.14% of 290,000 active; AID 1706; in the data active = inhibition above about 12%
Anthrax LF prot = inhibitors of Bacillus anthracis lethal factor protease. 0.12% of 360,000 active. P15917. multiplex microsphere protease cleavage assay, LF. AID 588501. inhibition, % at 10 µM; note: plate controls were buffer without enzyme for full effect and enzyme alone for no effect
Target sequence (P15917 whole entry, looked up): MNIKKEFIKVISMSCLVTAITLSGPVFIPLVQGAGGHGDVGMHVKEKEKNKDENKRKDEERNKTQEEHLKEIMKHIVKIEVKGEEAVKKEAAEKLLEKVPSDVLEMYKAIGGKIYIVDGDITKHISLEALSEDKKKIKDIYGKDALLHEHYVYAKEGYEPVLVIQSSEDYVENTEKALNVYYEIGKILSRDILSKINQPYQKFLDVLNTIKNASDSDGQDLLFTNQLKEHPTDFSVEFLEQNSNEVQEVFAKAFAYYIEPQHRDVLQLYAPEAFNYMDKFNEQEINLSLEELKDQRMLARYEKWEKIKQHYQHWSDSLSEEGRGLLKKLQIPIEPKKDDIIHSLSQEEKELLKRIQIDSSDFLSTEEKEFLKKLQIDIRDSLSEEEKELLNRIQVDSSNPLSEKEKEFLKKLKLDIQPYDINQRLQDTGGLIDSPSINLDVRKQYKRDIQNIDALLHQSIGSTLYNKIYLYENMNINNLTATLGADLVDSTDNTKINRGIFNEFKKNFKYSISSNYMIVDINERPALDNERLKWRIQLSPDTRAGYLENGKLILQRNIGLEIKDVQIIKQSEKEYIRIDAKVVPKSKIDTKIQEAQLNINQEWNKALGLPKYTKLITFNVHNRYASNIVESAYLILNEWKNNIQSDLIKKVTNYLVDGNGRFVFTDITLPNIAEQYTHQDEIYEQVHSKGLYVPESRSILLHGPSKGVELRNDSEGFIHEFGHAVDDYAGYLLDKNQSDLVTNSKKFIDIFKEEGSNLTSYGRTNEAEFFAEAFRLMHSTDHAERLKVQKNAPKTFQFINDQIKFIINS
BH1578 lux ind = inducers of Vibrio cholerae quorum light production without autoinducers. V. cholerae BH1578 lux reporter, luminescence, 6 h. activation, % at 18.7 µM. 0.16% of 350,000 active. AID 588436; in the data active = activation mostly above about 9.7%, no sharp cut-off; note: not every result past the cut was called active; inactives centre near 0; reference of the scale not given here
PriA SSB inh = K. pneumoniae PriA-SSBct interaction inhibition | AlphaScreen SSBct-PriA binding, biotinylated peptide | inhibition, % at 33 µM | 0.6% of 430,000 active | AID 1272365; in the data active = inhibition mostly above about 37%, no sharp cut-off; inactive = mostly below about 20%;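 note: plate controls were negative control peptide for no effect and reference peptide for full effect; strong numbers were not always called active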
Y pestis TopoI = inhibitors of Yersinia pestis topoisomerase I; activity, % at 10 µM; 0.064% of 360,000 active; AID 504884; Y. pestis Topo-I cleavage product accumulation, plate reader; in the data active = activity above about 50%, passing the limit was not always enough; note: inactives centre near 2
BoNT A protease = blocks Botulinum neurotoxin A light chain protease; multiplex microsphere protease substrate cleavage, flow cytometry; inhibition, % at 10 µM; 0.17% of 360,000 active; AID 588499; note: plate controls were buffer without enzyme for full effect and enzyme alone for no effect
Starred values were filed as active, the others as inactive; i = inactive; . = no result given. Cut-off read from the data, not from the text of the source, unless noted: active = inhibition above about 30%; inconclusive = no clear call, values can overlap the other calls; inactive = below that. These rows are one share of the data, so the mix of outcomes need not match the whole.

SMILES	TcdB inh	PrPC surface inh	PfHsp40 rescue	SARS 3CLpro inh	Anthrax LF prot	BH1578 lux ind	PriA SSB inh	Y pestis TopoI	BoNT A protease
CCNC(=O)CN(c1ccc(OC)c(OC)c1)S(=O)(=O)c1ccccc1	.	-1	0.2	-4	-3	i	2	0	-0.6
COc1cc2c(cc1NC(=S)NC(=O)/C=C/c1ccc(OC)c(OC)c1)oc1ccccc12	0.2	5	-0.6	-3	0	-0.4	3	-2	1.3
COc1ccc(-c2nc(NC(=O)C3CC(=O)N(c4ccc5c(c4)OCCO5)C3)sc2C)cc1 (stereo not drawn)	0.8	12	0.4	-2	0	i	-4	-3	0.4
O=C(COC(=O)c1ccc(Cl)cc1[N+](=O)[O-])NCc1ccco1	0.3	-5	0.4	.	-11	-0.6	7	3	-0.2
COc1ccc(S(=O)(=O)NCc2ccncc2)cc1NC(=O)c1ccccc1C	1.8	-2	0.7	.	3	0.0	-3	3	-1.5
COC[C@@H]1CCCN1[C@@H]1CS(=O)(=O)N[C@H]1COCc1ccccc1	-0.2	1	.	.	-10	.	.	.	-0.9
CC(=O)c1ccc(OCC(=O)N2CCN(S(=O)(=O)c3ccc(C)cc3C)CC2)cc1	-1.5	-8	-1.3	-6	-2	i	-3	29	-2.8
Cc1ccc(S(=O)(=O)N2CCN(C(=O)COC(=O)c3c(C)noc3C)CC2)c(C)c1	1.6	9	2.2	2	-1	-0.3	-6	7	-0.8
Cc1cccc(N2CCN(C(=S)NCCc3ccccc3)CC2)c1C	.	7	2.7	0	4	-0.7	-8	2	0.2
N#Cc1ccccc1Sc1ccccc1C(=O)OCC(=O)NC1CCS(=O)(=O)C1 (stereo not drawn)	1.6	4	-0.6	3	2	-0.3	-15	-1	-0.4
CN(C)C(=O)c1ccc(NC(=O)CSc2nnc(-c3ccc4c(c3)OCO4)o2)cc1	6.7	-4	-0.9	.	0	i	3	19	2.0
CCOC(=O)c1csc(NC(=O)c2ccccc2)n1	0.3	12	0.6	-4	-2	-0.1	-2	8	-1.3
COc1ccccc1NC(=S)N1CCN(C(=O)c2ccco2)CC1	.	3	0.2	1	5	-0.3	1	-2	-0.1
CCc1ccc2c(CN3CCN(Cc4ccccc4)CC3)cc(=O)oc2c1	0.5	-1	0.4	-4	-8	-0.6	-12	25	-1.3
Cc1ccc(Cn2nnc(C(=O)Nc3cc(C)ccc3C)c2N)cc1	.	3	1.0	-2	-5	0.4	-25	8	0.0
CCc1ccc(-c2nc(CS(=O)CC(=O)NCc3cccnc3)c(C)o2)cc1 (stereo not drawn)	.	1	-1.7	1	-10	i	-20	13	-0.8
CCCCn1c(N2CCC(Cc3ccccc3)CC2)nc2c1c(=O)[nH]c(=O)n2C	.	14	19	6	-2	i	23	30	-0.6
CC(C)c1ccc(NC(=O)Nc2nc(C(N)c3ccccc3)cs2)cc1 (stereo not drawn)	-2.0	11	.	.	-10	0.5	.	5	-0.3
O=C(Nc1ccc(N2CCCC2)cc1)c1cccc(Cl)c1	0.9	9	0.1	1	-1	-0.8	-2	-11	-0.6
Cc1nn(-c2ccccc2)c(Cl)c1C(=O)NCC(C)c1ccccc1 (stereo not drawn)	1.0	-1	-0.4	-7	-1	-0.9	-10	32	-0.4
COC(=O)c1ccc(N=Cc2c(-c3ccccc3)[nH][nH]c2=O)cc1	0.3	2	0.9	-1	-3	0.2	1	-2	0.0
O=C(c1ccc(S(=O)(=O)N2CCCC2)cc1)N1CCCCCC1	1.5	-5	-1.4	-2	-2	-0.5	-12	3	-0.1
CCC(=O)Nc1ccc(NC(=S)NC(=O)Cc2ccccc2)cc1	.	7	0.7	10	0	-0.2	7	2	0.5
COc1ccc(OC)c(N(CC(=O)Nc2cccnc2)S(C)(=O)=O)c1	.	-4	-1.0	1	-2	-1.1	-11	4	-0.4
Cc1ccc(C(=O)NC(=S)N2CCCC2)cc1	0.7	-4	-0.9	1	1	i	1	-1	3.3

Part of the list above, as a markdown table.
| Structure | TcdB inh | PrPC surface inh | PfHsp40 rescue | SARS 3CLpro inh | Anthrax LF prot | BH1578 lux ind | PriA SSB inh | Y pestis TopoI | BoNT A protease |
| --- | --- | --- | --- | --- | --- | --- | --- | --- | --- |
| O=C(COC(=O)c1ccc(Cl)cc1[N+](=O)[O-])NCc1ccco1 | 0.3 | -5 | 0.4 | . | -11 | -0.6 | 7 | 3 | -0.2 |
| CCNC(=O)CN(c1ccc(OC)c(OC)c1)S(=O)(=O)c1ccccc1 | . | -1 | 0.2 | -4 | -3 | i | 2 | 0 | -0.6 |

(continued)
SMILES	TcdB inh	PrPC surface inh	PfHsp40 rescue	SARS 3CLpro inh	Anthrax LF prot	BH1578 lux ind	PriA SSB inh	Y pestis TopoI	BoNT A protease
CCOc1ccc2nc(N/C(N)=N/C(=S)Nc3ccc(OC)cc3)nc(C)c2c1	1.5	2	-0.4	5	-4	-0.2	.	3	-0.2
Cc1ccc(C)n1-c1ccc(N(C)C)cc1	-1.5	-9	-0.4	6	-26	-0.4	24	-24	-1.4
COc1ccc(CCn2nnc3ccccc3c2=O)cc1OC	5.8	-8	.	.	-2	5.0	.	0	-0.5
Cc1[nH]c2ccccc2c1C1=CCNCC1	2.6	-18	1.1	6	-6	-1.0	10	-8	-1.1
COC(=O)Cc1cc(OC)c(OC)cc1S(=O)(=O)N(C)C	-1.7	4	-0.1	0	-1	-0.8	4	4	-0.2
CC(C)(C)c1cc[n+](-c2[nH]c(=O)sc2/C=N/N=C(\[O-])c2cccnc2)cc1	1.1	-23	-1.1	1	0	-0.3	.	-7	-0.9
COc1ccccc1N1CCN(C(=O)c2ccoc2C)CC1	.	3	-0.8	1	-3	i	-10	8	-0.4
CC(=O)CC(=O)Nc1ncc(C(F)(F)F)cc1Cl	2.0	-8	-0.1	-3	-11	0.3	1	-10	-0.7
COc1ccc(S(=O)(=O)N(CC(=O)NCc2cccnc2)c2ccc(C)cc2)cc1OC	-0.2	8	0.7	0	-7	10	-8	5	1.1
CCN(CC)CCNC(=S)Nc1ccc2nc(N3CCN(C)CC3)cc(C)c2c1	0.8	2	-0.6	-2	3	i	4	-9	4.7
O=C(c1ccc(F)cc1F)N1CCCC(c2nc(-c3ccc(F)cc3)no2)C1 (stereo not drawn)	1.6	8	-0.7	-2	.	-0.4	-4	-3	.
CSc1ccc(NC(N)=S)cc1	1.7	1	0.6	4	-2	1.4	4	4	-0.8
Cn1cc(S(=O)(=O)NC(c2ccccc2)c2ccccc2)c(=O)n(C)c1=O	0.3	-7	0.1	-2	-2	-0.4	-6	-3	-1.5
CC1=NN(c2ccccc2C)C(=O)C1	-2.8	8	0.4	.	-3	-2.0	-8	5	0.3
NCCCn1c(C(=O)c2cc(Cl)c(N)c(Cl)c2)c2ccc([N+](=O)[O-])cc2[n+]1[O-]	0.3	-5	1.0	.	4	9.1	21	-21	11
COc1ccc(C(=O)Cn2nnc(-c3ccccc3NC(=O)C(F)(F)F)n2)cc1	.	-5	-1.3	4	0	-1.3	-15	15	0.1
O=C(NCC1CCCN1S(=O)(=O)c1cccs1)C(=O)Nc1ccccc1Cl (stereo not drawn)	1.5	-7	1.7	.	4	0.7	-8	22	2.2
COc1ccc(/C(C)=N/NC(=O)CNC(=O)/C=C\c2ccccc2)c(OC)c1	1.0	5	-0.1	7	-2	-0.4	.	12	-0.3
O=C(C[C@@H]1C/C=C\C[C@@H](Cc2ccc(F)cc2)C(=O)OC[C@@H]2CCCN2C1=O)N[C@H](CO)Cc1ccccc1	-0.2	-6	0.3	.	-4	-0.6	.	22	-0.6
COc1ccc(C(=O)OCC(=O)NC2CC2)cc1	1.2	-9	.	.	-4	0.2	.	-7	-0.3
O=C(COC(=O)c1ccccc1)Nc1ccc(Cl)cc1C(=O)c1ccccc1	.	0	-0.1	1	-6	-0.6	-16	0	-1.3
O=C(NCCCN1CCOCC1)c1cc2c(s1)-c1ccccc1OC2	0.5	-19	-1.5	1	-2	i	-10	5	1.3
COc1ccc(/C(C)=N/N2CCOCC2)c(O)c1	0.2	3	0.6	2	-5	-0.4	.	-1	-0.4
N=c1c2ccccc2nc2n1CCCCC2	0.4	0	.	.	-3	i	.	-1	0.3
O=C(c1ccc2ccccc2n1)N1CCN(c2ccccc2Cl)CC1	1.2	5	0.7	0	-8	-0.5	6	22	1.1
CCOCCn1c(CN(C)Cc2ccccc2)nc2c1c(=O)n(C)c(=O)n2C	0.8	8	0.3	1	-7	-0.2	-8	1	-0.3
O=C(c1snnc1-c1ccccc1)N1CCOCC1	0.9	-5	0.3	10	-2	-1.6	-9	-11	-0.3

17 of the compounds above, with values under each structure:
The line under a structure holds: TcdB inh, PrPC surface inh, PfHsp40 rescue, SARS 3CLpro inh, Anthrax LF prot, BH1578 lux ind, PriA SSB inh, Y pestis TopoI, BoNT A protease
O=C(c1ccc(F)cc1F)N1CCCC(c2nc(-c3ccc(F)cc3)no2)C1 (stereo not drawn)
    1.6, 8, -0.7, -2, ., -0.4, -4, -3, .
CSc1ccc(NC(N)=S)cc1
    1.7, 1, 0.6, 4, -2, 1.4, 4, 4, -0.8
Cn1cc(S(=O)(=O)NC(c2ccccc2)c2ccccc2)c(=O)n(C)c1=O
    0.3, -7, 0.1, -2, -2, -0.4, -6, -3, -1.5
CC1=NN(c2ccccc2C)C(=O)C1
    -2.8, 8, 0.4, ., -3, -2.0, -8, 5, 0.3
NCCCn1c(C(=O)c2cc(Cl)c(N)c(Cl)c2)c2ccc([N+](=O)[O-])cc2[n+]1[O-]
    0.3, -5, 1.0, ., 4, 9.1, 21, -21, 11
COc1ccc(C(=O)Cn2nnc(-c3ccccc3NC(=O)C(F)(F)F)n2)cc1
    ., -5, -1.3, 4, 0, -1.3, -15, 15, 0.1
O=C(NCC1CCCN1S(=O)(=O)c1cccs1)C(=O)Nc1ccccc1Cl (stereo not drawn)
    1.5, -7, 1.7, ., 4, 0.7, -8, 22, 2.2
COc1ccc(/C(C)=N/NC(=O)CNC(=O)/C=C\c2ccccc2)c(OC)c1
    1.0, 5, -0.1, 7, -2, -0.4, ., 12, -0.3
O=C(C[C@@H]1C/C=C\C[C@@H](Cc2ccc(F)cc2)C(=O)OC[C@@H]2CCCN2C1=O)N[C@H](CO)Cc1ccccc1
    -0.2, -6, 0.3, ., -4, -0.6, ., 22, -0.6
COc1ccc(C(=O)OCC(=O)NC2CC2)cc1
    1.2, -9, ., ., -4, 0.2, ., -7, -0.3
O=C(COC(=O)c1ccccc1)Nc1ccc(Cl)cc1C(=O)c1ccccc1
    ., 0, -0.1, 1, -6, -0.6, -16, 0, -1.3
O=C(NCCCN1CCOCC1)c1cc2c(s1)-c1ccccc1OC2
    0.5, -19, -1.5, 1, -2, i, -10, 5, 1.3
COc1ccc(/C(C)=N/N2CCOCC2)c(O)c1
    0.2, 3, 0.6, 2, -5, -0.4, ., -1, -0.4
N=c1c2ccccc2nc2n1CCCCC2
    0.4, 0, ., ., -3, i, ., -1, 0.3
O=C(c1ccc2ccccc2n1)N1CCN(c2ccccc2Cl)CC1
    1.2, 5, 0.7, 0, -8, -0.5, 6, 22, 1.1
CCOCCn1c(CN(C)Cc2ccccc2)nc2c1c(=O)n(C)c(=O)n2C
    0.8, 8, 0.3, 1, -7, -0.2, -8, 1, -0.3
O=C(c1snnc1-c1ccccc1)N1CCOCC1
    0.9, -5, 0.3, 10, -2, -1.6, -9, -11, -0.3
